# Compound activity as filed in PubChem BioAssay.
# BioA inh: M. tuberculosis BioA enzyme inhibitors, primary screen, biochemical, plate reader, single point, HTS | purified M. tuberculosis BioA enzyme | inhibition, % at 9.99 µM | 0.096% of 360,000 active; in the data active means inhibition above about 40%; inconclusive means no clear call, values can overlap the other calls
# GDH-TPI inh: GDH-TPI coupling enzyme inhibitors, primary screen, artefact control for M. tuberculosis FBA inhibitor project, biochemical, absorbance, full deck; GDH-TPI coupled enzyme counterscreen, NADH absorbance; inhibition, % at 4.8 µM; 1.2% of 360,000 active;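 further: 0% = DMSO wells and 100% = wells lacking the enzyme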
# CCHFV vOTU inh: CCHFV vOTU protease inhibitors, primary screen, biochemical, Pep-AMC substrate, fluorescence. inhibition, % at 11.5 µM. 0.55% of 370,000 active. Crimean-Congo hemorrhagic fever virus L polyprotein viral ovarian tumor (vOTU) protease …. AID 651958, 2012; further: 0% = vehicle wells with enzyme and 100% = no enzyme wells
# FadD28 binding: inhibitors of FadD28 bisubstrate probe binding, primary screen, biochemical, fluorescence polarization, single point. 0.22% of 360,000 active. inhibition, % at 12.5 µM; in the data active means inhibition above about 8.5%, passing the limit was not always enough; inconclusive means no clear call, values can overlap the other calls
# BoNT-A LC inh2: BoNT/A light chain protease inhibitors, primary screen, biochemical, flow cytometry, MLPCN library; 0.17% of 360,000 active; inhibition, % at 10 µM; multiplex microsphere protease substrate cleavage; in the data active means inhibition above about 30%; inconclusive means no clear call, values can overlap the other calls; further: plate controls were buffer without enzyme for full effect and enzyme alone for no effect
# Mtb UGM inh: M. tuberculosis UGM enzyme inhibitors, primary screen, biochemical, fluorescence polarization, single point; UDP-galactopyranose mutase (Mycobacterium tuberculosis (strain ATCC 25618 / H37Rv)), …; purified UGM, fluorescence polarization probe displacement; inhibition, % at 10 µM; 0.06% of 320,000 active; in the data active means inhibition above about 10%, passing the limit was not always enough; inconclusive means no clear call, values can overlap the other calls
# Target sequence (P9WIQ1 whole entry, looked up): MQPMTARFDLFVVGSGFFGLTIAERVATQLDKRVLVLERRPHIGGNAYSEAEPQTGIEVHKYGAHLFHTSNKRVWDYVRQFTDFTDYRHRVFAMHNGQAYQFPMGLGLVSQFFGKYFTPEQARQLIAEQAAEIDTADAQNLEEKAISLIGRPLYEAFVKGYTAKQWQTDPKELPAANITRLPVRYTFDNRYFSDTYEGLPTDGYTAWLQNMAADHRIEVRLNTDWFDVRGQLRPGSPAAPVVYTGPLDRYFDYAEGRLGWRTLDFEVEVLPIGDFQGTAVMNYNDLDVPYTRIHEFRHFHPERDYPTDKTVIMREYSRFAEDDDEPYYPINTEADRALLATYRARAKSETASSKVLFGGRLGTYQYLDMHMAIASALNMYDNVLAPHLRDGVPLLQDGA
# BoNT-F LC inh: BoNT/F light chain protease inhibitors, primary screen, biochemical, flow cytometry, MLPCN library; inhibition, % at 10 µM; 0.22% of 360,000 active; Botulinum neurotoxin type F light chain protease (Clostridium botulinum); Multiplex microsphere protease cleavage assay; in the data active means inhibition above about 35%, passing the limit was not always enough; inconclusive means no clear call, values can overlap the other calls; further: plate controls were buffer without enzyme for full effect and enzyme alone for no effect
# PrPC surface inh: inhibitors of human cell surface prion protein PrPC, primary screen, cell-based, TR-FRET. TR-FRET read-out. AID 720596, 2013. inhibition, % at 13.8 µM. Major prion protein (Homo sapiens), P04156. 0.43% of 370,000 active; in the data active means inhibition above about 24%; further: 0% = median of the test wells and 100% = reference compound wells
# FBA Mtb inh: Mtb FBA enzyme inhibitors, primary screen, biochemical, fluorescence, strain H37Rv. Fructose-bisphosphate aldolase (Mycobacterium tuberculosis (strain ATCC 25618 / H37Rv)), …. purified M. tuberculosis FBA, fluorescence read-out. inhibition, % at 1 µM. 2.3% of 360,000 active. AID 588726, 2011; in the data active means inhibition above about 27%;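 further: 0% = vehicle and 100% = reference inhibitor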
# Target sequence (P9WQA3 whole entry, looked up): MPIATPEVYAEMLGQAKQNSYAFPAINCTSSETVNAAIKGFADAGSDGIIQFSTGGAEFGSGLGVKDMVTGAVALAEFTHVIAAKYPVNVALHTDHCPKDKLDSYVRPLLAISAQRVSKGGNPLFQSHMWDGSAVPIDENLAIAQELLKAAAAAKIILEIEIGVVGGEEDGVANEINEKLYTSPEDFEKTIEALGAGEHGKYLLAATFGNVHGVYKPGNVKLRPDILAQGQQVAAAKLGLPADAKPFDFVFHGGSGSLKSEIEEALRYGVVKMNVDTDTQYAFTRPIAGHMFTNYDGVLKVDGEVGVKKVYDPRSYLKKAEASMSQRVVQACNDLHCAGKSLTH
# * = called active by the depositor; u = inconclusive; x = no result given. Unless noted, no stated cut-off is given here; in the data, active means inhibition above about 30%; inactive means the rest.
SMILES	GDH-TPI inh	CCHFV vOTU inh	BoNT-A LC inh2	Mtb UGM inh	BoNT-F LC inh	PrPC surface inh	FadD28 binding	FBA Mtb inh	BioA inh
O=C(CSc1nc2ccccc2c(=O)n1Cc1ccco1)Nc1cccc(O)c1	0.7	4.8	1.5	1.4	26.1	4.5	-1.7	-0.9	x
CCc1ccccc1NC(=O)CNC(=O)c1cn(Cc2ccccc2)nc1-c1cccnc1	1.6	21.0	3.5	-0.3	-1.9	8.1	-0.6	-1.9	1.6
COc1ccc(-n2nnnc2C(c2cc3ccccc3o2)N2CCN(C/C=C/c3ccccc3)CC2)cc1 (stereo not drawn)	x	10.1	0.2	x	-5.5	1.7	-2.0	-0.8	-0.5
O=C(O)/C(=C\c1ccc(-c2ccccc2[N+](=O)[O-])o1)c1ccccc1	19.9	4.6	-1.5	1.7	u	-1.3	-8.3	-2.1	3.6
CCC(Oc1nc2ccccc2nc1-c1ccccc1NC(C)=O)C(=O)c1ccccc1 (stereo not drawn)	8.9	-11.4	-1.2	3.0	-6.7	3.4	-1.3	-1.6	10.5
c1ccc2c(c1)ncn2-c1ccc(-c2ccnc3ncnn23)cc1	6.8	7.8	-0.4	x	1.5	-27.2	0.0	-1.7	x
COc1ccc(NC(=O)CCNS(=O)(=O)c2cccc3nsnc23)cc1OC	5.9	-13.9	1.2	-2.8	8.0	-23.1	-1.9	2.5	x
C=CCNC(=S)NNC(=O)c1ccc([N+](=O)[O-])cc1	7.5	-2.3	0.1	-0.1	-3.1	-24.3	0.9	-5.9	x
CCC(C)C(=O)N1CCCC(c2nc(-c3cccs3)no2)C1 (stereo not drawn)	-1.8	13.0	-0.7	-0.3	-16.5	1.8	-3.4	1.9	0.1
CN(C1CCCCC1)S(=O)(=O)c1ccc(C(=O)N2CCN(c3nc4ccccc4s3)CC2)cc1	-8.8	4.6	1.7	-1.9	11.8	-5.9	-2.2	4.1	0.1
CCOc1ccc(S(=O)(=O)N2CCC(C(=O)Nc3cccc(NC(C)=O)c3)CC2)cc1	5.0	0.9	-1.2	4.3	-17.4	-4.9	-1.3	-1.1	-0.9
CSc1ccc(CN(C)CC(=O)Nc2ccc(C)cc2Br)cc1	-1.5	9.4	1.0	-0.8	0.6	1.9	-2.3	1.0	x
Cc1ccccc1NC(=O)c1c(C)[nH]c(=S)c(C#N)c1-c1ccc(Cl)cc1	9.6	-10.0	0.7	2.0	-1.3	-0.8	0.4	-1.2	-0.3
COC(=O)[C@@]12CCCCN1[C@H](c1ccc(-c3ccc(F)cc3)cc1)[C@H]1C(=O)N(C)C(=O)[C@H]12	8.1	3.7	-0.2	4.5	-2.0	-6.7	-3.8	-1.3	3.8
Cn1cnnc1SCC(=O)N/N=C/c1ccc(OCC(N)=O)cc1	-3.4	0.2	0.0	-0.3	u	-11.4	-1.1	-0.4	x

# A draw from above in order of count of non-hydrogen atoms, ascending.
SMILES	GDH-TPI inh	CCHFV vOTU inh	BoNT-A LC inh2	Mtb UGM inh	BoNT-F LC inh	PrPC surface inh	FadD28 binding	FBA Mtb inh	BioA inh
C=CCNC(=S)NNC(=O)c1ccc([N+](=O)[O-])cc1	7.5	-2.3	0.1	-0.1	-3.1	-24.3	0.9	-5.9	x
CCC(C)C(=O)N1CCCC(c2nc(-c3cccs3)no2)C1 (stereo not drawn)	-1.8	13.0	-0.7	-0.3	-16.5	1.8	-3.4	1.9	0.1
CSc1ccc(CN(C)CC(=O)Nc2ccc(C)cc2Br)cc1	-1.5	9.4	1.0	-0.8	0.6	1.9	-2.3	1.0	x
COC(=O)[C@@]12CCCCN1[C@H](c1ccc(-c3ccc(F)cc3)cc1)[C@H]1C(=O)N(C)C(=O)[C@H]12	8.1	3.7	-0.2	4.5	-2.0	-6.7	-3.8	-1.3	3.8

# Later entries:
SMILES	GDH-TPI inh	CCHFV vOTU inh	BoNT-A LC inh2	Mtb UGM inh	BoNT-F LC inh	PrPC surface inh	FadD28 binding	FBA Mtb inh	BioA inh
Cc1cc(C)c(OCC(=O)Nc2nnc(-c3ccco3)o2)c(C)c1	17.1	11.3	-0.4	3.2	-6.6	-7.4	1.0	-2.6	x
CN(C)S(=O)(=O)c1cc(NC(=O)C2=COCCO2)ccc1Cl	3.5	0.7	0.4	-0.3	-1.3	-9.5	-0.4	1.7	2.7
Nc1nc(SCC(=O)Nc2cc(Cl)ccc2Cl)n[nH]1	7.0	-3.3	0.2	-2.3	-3.9	2.1	-4.0	4.5	x
CN(CC(=O)Nc1ccccc1Cl)C(=O)COC(=O)CCN1C(=O)C2CC=CCC2C1=O (stereo not drawn)	-2.1	3.9	-3.3	2.6	1.6	-3.3	-2.1	-1.3	x
COC(=O)[C@]12CCCCC=C1N(CCC1=CCCCC1)C(=O)[C@H](CC(=O)NCc1cccc(C(F)(F)F)c1)C2	x	24.4	0.1	x	1.5	0.2	x	x	x
CCCC1=C(C(=O)OCC)C(c2ccco2)C(C#N)=C(N)O1 (stereo not drawn)	6.3	-6.7	-1.5	2.2	-8.9	-3.3	-1.2	57.5*	-0.6
O=C(NC1CC1)c1cc(-c2ccco2)nc2ccccc12	12.0	x	-0.3	x	-1.2	x	0.9	63.0*	-0.8
CCCCn1c(-c2csc(CC)c2)n[nH]c1=S	4.3	0.4	-0.1	-2.1	-0.2	0.0	-0.5	1.1	x
COc1ccc(-n2ccc3ccccc32)cc1	-2.5	-15.5	-4.4	2.2	u	2.0	-1.4	3.6	x
CC(C)(C)c1cc2cccnc2n1Cc1cccc(F)c1	3.4	19.3	-0.3	-3.3	-5.0	0.1	-0.9	3.0	3.7
CC(C)(C)C(=O)OCC12CCC(O1)C1(C)C(=O)OCC21 (stereo not drawn)	-0.4	-1.3	-1.6	5.2	-2.4	-5.6	-1.1	46.9*	x
CSC1=NC(C)N2C(SC)=NC(C)N12 (stereo not drawn)	-3.2	1.6	-0.3	2.3	1.9	5.4	-0.8	0.3	x
CCn1c(SCC(=O)N2CCc3ccccc32)nc2c(c1=O)SC(C)C2 (stereo not drawn)	6.2	x	-0.1	1.4	1.3	x	0.3	2.4	4.9
CCOCCn1c(CN(Cc2ccccc2)Cc2ccccc2)nc2c1c(=O)[nH]c(=O)n2C	-0.4	-3.7	0.3	0.4	-0.6	-7.2	1.0	2.5	3.6
CSCCC(NC(=O)c1ccco1)C(=O)OCC(=O)Nc1ncc(Cl)c(C)c1Cl (stereo not drawn)	8.1	8.1	-0.6	0.7	-3.9	5.2	1.1	2.8	x
O=S(=O)(Nc1nccs1)c1cc(Cl)ccc1Cl	-3.5	-1.4	-0.2	-0.2	-12.2	-3.1	0.0	0.5	-1.6
CCOCC(=O)Nc1cc(C(=O)OC)cc(C(=O)OC)c1	8.0	-18.1	0.7	4.1	1.5	-1.2	-4.6	-10.1	x
C=CCn1c(Oc2ccccc2)nc2c1c(=O)n(C)c(=O)n2C	8.3	6.2	1.0	1.0	-0.2	-0.9	-2.6	-0.7	x
COC(=O)c1nc(N)sc1-c1ccc(OC)cc1	-3.5	9.0	0.5	-2.0	1.2	-12.7	-1.7	-4.0	4.9
Cc1cc(S(=O)(=O)NCc2ccccc2)ccc1OCC(=O)Nc1cccc([N+](=O)[O-])c1	2.6	11.1	-1.2	1.6	-8.2	3.3	2.2	-2.9	5.2
COc1ccc(Br)c2oc(S)cc(=O)c12	22.4	0.2	-0.3	0.5	6.5	6.0	-3.2	-0.7	0.7
COc1cccc(C(=O)Nc2ccc(Oc3cccc(C(F)(F)F)c3)nc2)c1	-4.8	12.0	0.3	-2.6	-3.7	13.3	-5.5	-0.2	-0.1
COc1cc2ccccc2cc1C(=O)Nc1ccc(N2CCOCC2)cc1	14.1	2.0	-0.2	-1.1	-2.0	9.0	1.0	1.5	-2.3
Cc1cc(C(=O)CCC(=O)N2CCN(S(=O)(=O)c3ccccc3)CC2)c(C)s1	-7.0	-0.7	-2.4	0.7	-1.4	3.2	-2.8	0.7	0.7
COC(=O)c1c(NC(=O)CSc2nnc(C)c(=O)[nH]2)sc(C)c1C	-5.1	19.1	-0.9	4.0	2.1	7.5	-2.9	1.7	x
Cc1cc(C(=O)NC(C)Cc2ccccc2)cc(C)c1[N+](=O)[O-] (stereo not drawn)	7.6	0.5	-0.9	-0.1	-10.0	-4.5	-2.6	3.4	x
O=C(COc1ccc(Br)cc1Cl)NNC(=O)c1ccccc1	5.7	-14.0	0.1	x	-3.5	2.4	-0.2	-1.9	-0.7
Cc1cccnc1NC(=O)c1ccccc1-c1ccccc1C(=O)Nc1ncccc1C	7.3	-1.0	-0.2	2.7	0.4	5.0	0.1	1.3	-1.4
O=C(NNC(=S)NC(=O)c1ccco1)c1ccc(F)cc1	9.3	-7.1	u	1.5	u	1.9	-3.4	-2.4	x
C#CCOC(=O)CCCN1C(=O)c2cccc3cccc(c23)C1=O	22.1	-5.9	-0.1	x	1.2	-21.7	-2.4	32.4*	-1.7
CCNc1cc(N2CCN(S(=O)(=O)c3ccc4c(c3)CCCC4)CC2)ccc1[N+](=O)[O-]	-9.0	-3.1	0.3	0.1	-4.4	-3.3	-2.9	-2.1	-1.4
CSC1=NCCN1C(=O)COc1ccc2ccccc2c1	2.7	-2.4	-1.0	-0.9	3.8	8.5	-0.4	4.5	-1.0
COC(=O)c1ccc2nc(-c3ccc(Cl)cc3)c(Cc3ccc(OC)cc3C)n2c1	x	3.1	0.7	x	-0.8	-1.2	x	x	x
CCOc1ccc(CCN2C(=O)C(=O)N([C@@H](CC(C)C)CN3CCC[C@H]3CN3C(=O)C(=O)NC[C@@H]3CC(C)C)C[C@@H]2CC(C)C)cc1	x	18.9	-0.5	x	-4.7	6.5	x	x	x
Cc1[nH]c(=O)[nH]c(=O)c1S(=O)(=O)Nc1cccc(C(F)(F)F)c1	13.8	1.8	-2.5	-3.9	3.2	-0.2	-3.1	-2.4	-0.7
Cn1c2ccccc2c(=O)c2c(=O)n(C3CCCCC3)c(-c3ccco3)nc21	17.0	11.4	0.5	-0.7	0.1	8.5	-1.8	0.8	x
Cc1nc(NC(=O)c2ccccc2)sc1-c1csc(N)n1	18.2	3.4	0.8	-1.1	-5.6	-2.0	-3.2	-3.2	-0.7
O=C(Nc1cnccn1)c1cccc(C(F)(F)F)c1	-4.7	-6.5	0.2	0.1	-0.6	5.2	-4.1	-2.9	2.8
Cc1ccc(C(=O)OCC(=O)Nc2cc(Cl)ccc2C#N)o1	-1.8	-6.5	-0.1	x	-2.9	1.7	-2.9	0.2	-1.2
COc1cc(OC)cc(C(=O)Nn2c(C)nc3ccccc3c2=O)c1	-7.8	1.9	0.7	1.0	-1.5	4.6	-4.1	1.4	0.7
CCN(Cc1cc2ccccc2[nH]c1=O)C(=O)c1cccnc1	5.5	0.3	-0.2	2.6	5.7	-2.0	-1.2	8.1	1.1
C=CCc1ccccc1OCC(O)CN1CCN(CCO)CC1 (stereo not drawn)	6.9	-10.0	-0.8	-1.1	16.9	15.3	x	2.5	-0.6
O=C(Nc1cccc(C(=O)N2CCCCC2)c1)c1ccccc1	14.6	-7.5	0.2	x	5.4	1.6	-0.1	4.8	-2.7
COc1ccc(CN2Cc3cnnn3-c3ccccc3C2C#N)cc1 (stereo not drawn)	7.3	0.7	0.0	x	-5.7	2.1	-1.7	-1.3	1.4
COc1cccc(NC(=O)CNS(=O)(=O)c2ccc(Cl)cc2)c1	4.8	x	-0.1	3.3	-3.2	x	-2.9	2.0	x
Cc1cc(C(=O)NC2CCCc3ccccc32)no1 (stereo not drawn)	-1.2	1.2	0.7	-2.1	-0.9	-2.7	-3.2	-0.2	-0.6
